Assay outcomes (PubChem)
TDP1 block – qHTS Assay for Inhibitors of Tyrosyl-DNA Phosphodiesterase (TDP1). Potency, µM (top dose mostly 130 µM), inactives show top-dose activity change, negative = inhibition, most hits filed as inhibitors. 350,000 tested, 0.28% active. recombinant TDP1, AlphaScreen DNA substrate cleavage. Tyrosyl-DNA phosphodiesterase 1 (Homo sapiens), Q9NUW8; also: nearly all actives have a fitted effect of over 40% in size
Target sequence (Q9NUW8 whole entry, looked up): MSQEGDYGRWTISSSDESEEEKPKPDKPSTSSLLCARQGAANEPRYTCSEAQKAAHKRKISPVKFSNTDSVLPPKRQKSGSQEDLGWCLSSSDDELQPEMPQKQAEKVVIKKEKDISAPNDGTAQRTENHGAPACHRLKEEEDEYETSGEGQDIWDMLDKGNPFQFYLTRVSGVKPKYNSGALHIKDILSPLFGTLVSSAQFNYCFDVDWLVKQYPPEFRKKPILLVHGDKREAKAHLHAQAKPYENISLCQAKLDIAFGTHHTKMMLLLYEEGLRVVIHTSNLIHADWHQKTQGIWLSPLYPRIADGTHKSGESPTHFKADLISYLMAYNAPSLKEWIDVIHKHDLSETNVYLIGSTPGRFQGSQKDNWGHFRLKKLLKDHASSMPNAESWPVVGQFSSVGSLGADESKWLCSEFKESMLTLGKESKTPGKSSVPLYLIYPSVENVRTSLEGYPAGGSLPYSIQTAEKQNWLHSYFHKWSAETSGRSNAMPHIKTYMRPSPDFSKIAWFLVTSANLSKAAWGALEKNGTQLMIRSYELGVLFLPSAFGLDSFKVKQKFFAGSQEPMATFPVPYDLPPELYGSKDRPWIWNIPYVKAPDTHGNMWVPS
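Signal: AlphaScreen proximity between streptavidin donor and anti-FITC acceptor beads on intact substrate. Reaction: Tdp1 1 nM, substrate 15 nM final, 5 min RT after 15 min compound preincubation.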
TDP1 cell noCPT – qHTS for Inhibitors of human tyrosyl-DNA phosphodiesterase 1 (TDP1): qHTS in cells in absence of CPT; 420,000 tested, 15% active; DT40 Tdp1-/- hTDP1 cells, no CPT, ATP luminescence, 48 h; Potency, µM (doses to about 46.2 µM), for inactives: at the top dose activity change, negative = growth inhibition, hits mostly inhibitors; also: nearly all actives have a fitted effect of over 55% in size
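A cellular qHTS used chicken DT40 cells lacking endogenous Tdp1 but carrying stably transfected human TDP1. Compounds were applied without camptothecin, and cell growth kinetics were judged by ATP-dependent luminescence after ≥48 hr.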
KAT2A inh – qHTS Assay for Inhibitors of GCN5L2; Potency, µM (titrated, usually from 58.9 µM), inactives show top-dose activity change, negative = inhibition, actives largely listed as inhibitors; Histone acetyltransferase KAT2A (Homo sapiens), Q92830; 390,000 tested, 0.21% active; AID 504327, 2011; GCN5L2 HAT assay, ThioGlo1 CoA-SH fluorescence
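Compounds, pin-transferred from DMSO stocks, meet 20nM GCN5L2 for 15 min before the reaction begins with H3(1-25) peptide (75uM) and acetyl-CoA (70uM). Thiol-reactive ThioGlo1 reports CoA release over 20 min at room temperature.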
* = called active by the depositor; ? = inconclusive; nt = not tested or not shown; & = joins results of further samples; [ ] = another dose, or the depositor's remark. Calls follow the shape of the dose curve; as a rule, active = well fitted curve in the direction sought with a large enough effect; inconclusive = small, poorly fitted or top-dose-only effect, or another doubt; inactive = no such curve, though single readings can be large; an effect the other way counts as inactive or inconclusive. % is scaled to controls: 0 for no effect and ±100 for the full control effect; potency is read from the fitted curve at half-maximal effect. Some of the compounds tested. The share of hits here may be higher or lower than overall.

Sample of the layout (6 entries):
SMILES | TDP1 block | TDP1 cell noCPT | KAT2A inh
CC(Sc1nnc(NCc2ccccc2)s1)C(=O)Nc1ccc2c(c1)C(=O)c1ccccc1C2=O (stereo unspecified) | 5% | 18µM* | -8%
COCC(C)n1c(SCC(=O)NNC(=O)c2ccccc2)nc2ccccc2c1=O (stereo unspecified) | 0% | -18% | -9%
CCOC(=O)c1[nH]c2ccc(OC)cc2c1NC(=O)c1nonc1C | 8% | ? | -5%
CC(C)C(=O)NC(=S)Nc1ccccc1C(F)(F)F | -1% | -17% | 0%
CCn1c(=O)n(CC(=O)Nc2cc(OC)c(OC)c(OC)c2)c(=O)c2ccccc21 | -1% | -4% | -10%[0.501 µM]
CC12CCC(C1)C(C)(C)C2OC(=O)c1ccccc1C(=O)O (stereo unspecified) | 5% | -8% | 5%

The whole of this part, repeating the preview:
SMILES | TDP1 block | TDP1 cell noCPT | KAT2A inh
CC(Sc1nnc(NCc2ccccc2)s1)C(=O)Nc1ccc2c(c1)C(=O)c1ccccc1C2=O (stereo unspecified) | 5% | 18µM* | -8%
COCC(C)n1c(SCC(=O)NNC(=O)c2ccccc2)nc2ccccc2c1=O (stereo unspecified) | 0% | -18% | -9%
CCOC(=O)c1[nH]c2ccc(OC)cc2c1NC(=O)c1nonc1C | 8% | ? | -5%
CC(C)C(=O)NC(=S)Nc1ccccc1C(F)(F)F | -1% | -17% | 0%
CCn1c(=O)n(CC(=O)Nc2cc(OC)c(OC)c(OC)c2)c(=O)c2ccccc21 | -1% | -4% | -10%[0.501 µM]
CC12CCC(C1)C(C)(C)C2OC(=O)c1ccccc1C(=O)O (stereo unspecified) | 5% | -8% | 5%
CCCn1nc(NC(=O)COC)c2cc3cccc(C)c3nc21 | nt | 16µM* | 0%
C#CCOCCOCCOCCNc1nc(N2CCN(C(=O)[C@H](CCCCN)n3cc(CCCC)nn3)CC2)nc(N2CCN(C(=O)[C@H](CCCCN)n3cc(CCC(=O)O)nn3)CC2)n1 | 3% | 5% | -6%
CC(=O)NCCNc1nc(-c2ccc3c(c2)OCO3)nc2ccccc12 | nt | -9% | -12%
Cc1cc(NC(=O)c2sccc2C)n(-c2cccc(Cl)c2)n1 | 3% | -27% | 0%
COc1ccccc1NC(=O)COC(=O)c1ccc2ccccc2n1 | -7% | -23% | -2%
Cc1ccc(C(=O)COC(=O)c2nc3nccc(C)n3n2)c(C)c1 | 2% | -2% | -8%
COc1ccc(NC2c3ccccc3C(=O)N2c2cccnc2)cc1Cl (stereo unspecified) | 0% | ? | -5%
Cc1ccc(S(=O)(=O)/N=C(/Nc2ccc(O)c(C(=O)O)c2)c2ccccc2)cc1 | 0% | 2% | 2%
O=C(c1c(O)c2ccccc2oc1=O)C1CCCCC1 | 4% | ? | -5%
CCCc1cc(=O)[nH]c(SCc2cc(Cl)ccc2OC(F)F)n1 | 5% | -9% | ?
COc1ccc(C(=O)NNC(=O)c2ccccn2)cc1 | -2% | -25% | -4%
CCC(C(=O)N1CCCC1)n1nc(C)c2c(C)n(-c3ccccc3)nc2c1=O (stereo unspecified) | 4% | 18% | 0%
CN(C)CCCNC(=O)c1cc(C(=O)c2ccccc2F)c[nH]1 | nt | -20% | -6%
COc1ccccc1C1c2c(-c3ccc(Cl)cc3)n[nH]c2C(=O)N1c1ccc(C)cc1 (stereo unspecified) | 5% | ? | -18%
Cc1cc(C)c2sc(N(CCCN(C)C)C(=O)c3ccc(S(=O)(=O)N4CCCc5ccccc54)cc3)nc2c1 | 11% | 9.2µM* | -7%
CCOC(=O)c1cc(-c2ccccc2)sc1NC(=O)c1ccc(OC)cc1 | 1% | ? | 13%
CC1=C(C(=O)NCc2ccc(Cl)cc2)C2(CCCCCC2)OC1=O | 1% | -29% | -16%
O=C(COC(=O)C1=COCCO1)Nc1cc(Cl)c(Cl)cc1Cl | -1% | -9% | -16%
O=C(COC(=O)c1cc([N+](=O)[O-])ccc1N1CCOCC1)Nc1ncc(Cl)cc1Cl | -13% | 12% | -22%
COc1cc(C(C(=O)NC2CCCC2)N(Cc2ccccc2)C(=O)c2snc(C(N)=O)c2N)ccc1O (stereo unspecified) | 10% | ? | -4%
Cc1ccc2cc(CCNC(=O)C(C)C)c(=O)[nH]c2c1C | 0% | 1% | 6%
c1ccc(CNc2ncnc3ccc(-c4ccc5c(c4)OCO5)cc23)cc1 | nt | ? | -6%
O=C(/C=C/c1ccco1)Nc1ccc(S(=O)(=O)N2CCOCC2)cc1 | 6% | -13% | -13%
CCOc1cccc2cc(-c3nc4sc5c(c4c(=O)[nH]3)CCC(C(C)(C)C)C5)c(=O)oc12 (stereo unspecified) | -8% | -3% | -5%

Results in KAT2A inh, for some of the entries so far:
SMILES | KAT2A inh
CCOC(=O)c1cc(-c2ccccc2)sc1NC(=O)c1ccc(OC)cc1 | 13%
CC1=C(C(=O)NCc2ccc(Cl)cc2)C2(CCCCCC2)OC1=O | -16%
O=C(COC(=O)C1=COCCO1)Nc1cc(Cl)c(Cl)cc1Cl | -16%

Further structures
SMILES | TDP1 block | TDP1 cell noCPT | KAT2A inh
CC(C)Cn1cc(C(=O)NCCCN2CCCC2=O)c2c3ccccc3n(C)c2c1=O | 11% | -4% | -4%
O=C(c1n[nH]c(=O)c2ccccc12)N1CCN(C2c3ccccc3-c3ccccc32)CC1 | 2% | ? | -1%
COc1cc(NC(=O)c2cnn3c(C)cc(C)nc23)c(OC)cc1Cl | -3% | -3% | -26%
COC(=O)C(COC(=O)c1c(F)cccc1F)NC(=O)c1c(F)cccc1F (stereo unspecified) | nt | ? | -1%
COc1cc(NC(=O)CN2CCN(Cc3ccc4c(c3)OCO4)CC2)cc(OC)c1 | nt | ? | -1%
Cc1ccccc1-c1nnn(CC(=O)c2ccc(S(=O)(=O)N3CCCC3)cc2)n1 | 4% | -26% | -7%
Cc1cc(-c2c(C(=O)N3CCOCC3)c(C)nn2-c2ccccc2)no1 | 0% | -7% | -12%
COc1ccc(-c2nnc(NC(=O)CS(=O)(=O)c3ccc(F)cc3)o2)cc1 | 2%[0.505 µM] | -24% | -7%
O=C(Cn1c(=O)oc2ccccc21)c1ccccc1 | 6% | 5% | -2%
CC(Sc1nnnn1C)C(=O)Nc1ccccc1-c1ccccc1 (stereo unspecified) | 2% | -16% | 0%
CN(C)c1ccc(-c2nc3ccccn3c2Nc2ccc3c(c2)OCCO3)cc1 | 12% | ? | ?
Cc1nnc(NC(=O)c2ccc(S(=O)(=O)N3CCc4ccccc4C3)cc2)o1 | 11% | ? | -16%
COc1cccc(C2c3[nH]c4ccccc4c3C[C@H]3C(=O)N(CCCCCO)CC(=O)N23)c1 (stereo partly specified) | nt | -8% | -1%
O=C1C=CC(=C(c2ccc(O)cc2)c2ccc(O)cc2)C=C1 | 5%&16%[56.1 µM] | 2.3µM* | 1%&2%
CC(=O)c1sc(N2CCOCC2)nc1-c1ccccc1 | 5% | 0% | -1%
CCN(c1cccc(C)c1)S(=O)(=O)c1ccc2c(c1)NC(=O)CCS2 | 1%&3% | ? | -6%&4%
CCOc1ccc(NC(=O)Nc2ccon2)cc1 | 3%[56.1 µM] | ? | -11%
CCN1C(=O)C(=O)N(CC(=O)c2[nH]c(C)c(C(C)=O)c2C)C1=O | 1% | -23% | 0%
FC(F)(F)c1cc(Oc2ccccc2)nc(-c2ccccn2)n1 | 4% | ? | -18%
COc1ccc([N+](=O)[O-])cc1NC(=S)NC(NC(=O)C(c1ccccc1)c1ccccc1)C(Cl)(Cl)Cl (stereo unspecified) | 7% | ? | -3%
Cc1ccc(-n2c(Cc3cccn3C)nnc2SCC(=O)Nc2nnc(C)s2)cc1 | 9% | -45% | 3%
Cc1ccc2c(c1)N(CC(=O)N1CCC(O)CC1)C(=O)CO2 | -1% | 9% | -5%
Cc1ccc(CNC(=O)[C@H](C)N2C(=O)N3CCc4c([nH]c5ccccc45)[C@@]3(C)C2=O)cc1 | nt | ? | -8%
COc1cc2[nH]c3c(=O)n(CCN4CCCCC4)cnc3c2cc1OC | -2% | -20% | -7%
CCOc1ccccc1/C=C(\C#N)C(=O)Nc1cccc(C(=O)O)c1 | nt | 1% | 2%
O=C(Nc1ccc(NC(=O)c2cc3ccccc3o2)cc1)c1ccc2c(c1)OCCO2 | -3% | -27% | 1%
Nc1nc2ccc(OC(F)(F)F)cc2s1 | -3% | -1%&-28%&-26% | -4%
O=C(CCc1nc2ccccc2c(=O)[nH]1)OCC(=O)c1cccc(Cl)c1 | 2% | -24% | -6%
C=CCN(CC=C)C(=S)NC(=O)c1ccc(-c2ccccc2)cc1 | 9% | 6.5µM* | -13%
O=C(c1cccc(C(=O)N2CCN(c3ccccc3F)CC2)n1)N1CCN(c2ccccc2F)CC1 | 2% | ? | -3%
CN(CC(=O)NCc1cccnc1)S(=O)(=O)c1cc(Cl)ccc1Cl | nt | ? | -5%
CCOC(=O)CSc1nnc2c3ccccc3n(C)c2n1 | nt | ? | 5%
O=C(NCc1cccc(Cl)c1)c1ccc(N2CC3CC(C2)c2cccc(=O)n2C3)c(NC(=O)c2cccnc2)c1 (stereo unspecified) | 8% | -25% | -2%
CN(C(=O)C(Cl)Cl)C1CC2C=CC1C2 (stereo unspecified) | -4% | -24% | 1%
COc1ccc(NC(=O)CSc2nnc(-c3ccccn3)n2Cc2ccco2)cc1OC | 6% | 5% | -1%
COc1ccc(C2C(=O)N(C3CCCCC3)CC(=O)N2Cc2ccccc2Cl)cc1OC (stereo unspecified) | 0% | -3% | -7%
Cc1ccc(NC(=O)Cn2cc(S(=O)(=O)N3CCCC3)c(S(=O)(=O)N3CCCC3)c2)cc1C | 2% | -28% | 1%
CCc1ccc(C(=O)c2cc3ccc(O)cc3oc2=O)cc1 | nt | 2% | 15%
Cc1cc(C)n(-c2nc(N(C)C)nc(N3CCOCC3)n2)n1 | 8% | -7% | -1%
COc1ccc(N2CCN(C(CNC(C)=O)c3ccco3)CC2)cc1 (stereo unspecified) | 5% | 10% | 1%
CCOc1ccc(C2c3c(oc4ccccc4c3=O)C(=O)N2c2ccc(C)cn2)cc1OC (stereo unspecified) | 0% | -29% | 2%
CCOC(=O)c1noc2nc(C)n(CC(=O)Nc3cc(Cl)ccc3OC)c(=O)c12 | 3% | -16% | -10%
CC(=O)Nc1ccc(S(=O)(=O)NC2(C(F)(F)F)C(=O)Nc3c2c(=O)[nH]c(=O)n3Cc2ccccc2)cc1 (stereo unspecified) | -1% | -33% | 2%
CCCSc1nc2cc(C)c(C)cc2n1CC(C)O (stereo unspecified) | 5% | -5% | -19%
Nc1ccc(C(=O)OCC(=O)NC2CC2)cc1[N+](=O)[O-] | 2% | 4% | -3%
Cc1ccc(C2c3[nH]c4ccccc4c3CCN2C(=O)CSc2ccccc2)cc1 (stereo unspecified) | 5% | ? | -30%
CC(C)C[C@@]12C(=O)N(c3cccc(Br)c3)C(=O)N1[C@H](c1ccc(F)cc1)[C@@H]1C(=O)N(C3CCCCC3)C(=O)[C@@H]12 | 1% | -17% | -16%
CCc1ccc(NC(=O)C2CCN(S(=O)(=O)c3c(C)noc3/C=C\c3ccc(OC)cc3)CC2)cc1 | -2% | 5.2µM* | -5%
Cc1ccc(S(=O)(=O)N2CCC(=O)N(CCOC(=O)NCc3ccccc3)CC2)cc1 | -1% | -19% | 1%
COc1ccc(CCNC(=O)Cn2c(=O)n(-c3cc(OC)c(OC)c(OC)c3)c(=O)c3ccccc32)cc1OC | 0% | 2% | -5%
Additional structures
SMILES | TDP1 block | TDP1 cell noCPT | KAT2A inh
Cc1cccc(C)c1NC(=O)COC(=O)c1ccccc1[N+](=O)[O-] | 4% | 1% | -3%
Cc1ccccc1N1C(=O)C(Oc2ccc(Cl)cc2)C1CNCCCOC(C)C (stereo unspecified) | -1% | 26µM* | 1%
Cc1nc2cc3nc(C)sc3cc2s1 | 4% | ? | -11%
CC(C)[C@H](NC(=O)c1ccccc1Cl)C(=O)OCC(=O)Nc1ccc(S(=O)(=O)N2CCOCC2)cc1 | -2% | -12% | 1%
CSc1ccc(C2Nc3ccccc3-c3cc(C)nn32)cc1 (stereo unspecified) | 4% | -14% | -8%
N/C(COc1cccc(Cl)c1)=N\O | nt | 7% | -4%
Cc1cccc(NC(=O)NCc2ccccn2)c1 | 0%[56.1 µM] | -3% | 1%
CCOc1ccc(NC(=O)c2cnn(-c3ccc(C)c(Cl)c3)c2C2CCNCC2)cc1 | -1% | ? | -20%
Cc1nc(SCc2nc3c([N+](=O)[O-])cccc3[nH]2)c2oc3ccccc3c2n1 | -4% | nt | -6%
COc1cccc(CNC(=O)CSc2ncc3c(n2)-c2cc(Cl)ccc2N(C)S3(=O)=O)c1 | 3% | ? | -1%
